# S100A4 inh HTS – inhibitors of human S100A4 binding to myosin IIA peptide | P26447 | S100A4/TAMRA-MyoIIA peptide fluorescence polarization | inhibition, % at 10.7 µM | 360,000 compounds, 0.14% hits;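 active means mean inhibition of at least 70% across replicates, with every replicate also reaching that level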
# Target sequence (P26447 whole entry, looked up): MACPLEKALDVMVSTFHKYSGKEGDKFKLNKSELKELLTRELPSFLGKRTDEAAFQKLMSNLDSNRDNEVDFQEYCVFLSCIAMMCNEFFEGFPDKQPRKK
#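 Assay system: human S100A4 monomer with TAMRA-labelled myosin IIA peptide / Buffer or medium: Calcium-containing HEPES buffer, pH 7.2 / Reagent: TAMRA-labelled myosin IIA heavy-chain peptide probe, 5 nM / Compound: one dose per compound / Timing: polarization read 5 min after assay mix addition, stable 5–60 min / Benchmarks: neutral control DMSO, positive control TFP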
# RAD54 branch – blocks human RAD54 Holliday junction branch migration. inhibition, % at 10.4 µM. FAM/BHQ fluorescence. Q92698. 360,000 compounds, 0.14% hits;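 active means mean normalized replicate activity at least 40 and at least half of replicates scoring 40 or more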;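 further: 0% = median of neutral control wells and 100% = median of positive control wells; inhibitors cause a drop in the FAM fluorescence signal; in these data hits start at about 50%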
# FN deposit inh – fibronectin deposition inhibition; AH1F fibroblasts, Alexa488-fibronectin deposition fluorescence, overnight; inhibition, % at 12.6 µM; 350,000 compounds, 0.086% hits;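 active means mean inhibition across replicates of 30% or more, regardless of how many single replicates reach that level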;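 further: positive control wells lacked labelled fibronectin entirely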
#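 Assay system: AH1F fibroblasts / Quantity: 10000 cells per well / Medium: DMEM plus 2% serum, read in PBS / Reagent: labelled fibronectin 24 nM / Dosing: single dose, pinned / Times: 1 h cell attachment, overnight exposure to compound and label / Signal: fluorescence, ex 485 nm, em 525 nm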
# EWS-Fli block – blocks EWS/Fli oncoprotein-driven transcription; A673 NR0B1-luciferase reporter, viability-normalised; inhibition, % at 12.6 µM; 350,000 compounds, 0.67% hits; AID 651661;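 active means mean inhibition of at least 50% after viability correction, with every replicate also passing that limit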;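 further: firefly luciferase signal divided by Alamar Blue viability fluorescence both relative to DMSO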
# esBAF inh – inhibitors of esBAF chromatin remodeling in mouse ES cells. reporter increase, % at 12.5 µM. Bmi1-luciferase knock-in reporter, 24 h; 100% = twice the neutral-well signal. 350,000 compounds, 2% hits; in the data active means activation above about 40%;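 further: 0% = median of the plate's neutral control wells and 100% = double that signal; a rise in the Bmi1 reporter signal indicates esBAF inhibition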
# RAD52 inh – RAD52 (human) annealing inhibition. 360,000 compounds, 0.46% hits. AID 651710. inhibition, % at 18.7 µM. recombinant RAD52 DNA annealing, FRET fluorescence. P43351;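 active means every replicate showing at least 50% inhibition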
# Target sequence (P43351 whole entry, looked up): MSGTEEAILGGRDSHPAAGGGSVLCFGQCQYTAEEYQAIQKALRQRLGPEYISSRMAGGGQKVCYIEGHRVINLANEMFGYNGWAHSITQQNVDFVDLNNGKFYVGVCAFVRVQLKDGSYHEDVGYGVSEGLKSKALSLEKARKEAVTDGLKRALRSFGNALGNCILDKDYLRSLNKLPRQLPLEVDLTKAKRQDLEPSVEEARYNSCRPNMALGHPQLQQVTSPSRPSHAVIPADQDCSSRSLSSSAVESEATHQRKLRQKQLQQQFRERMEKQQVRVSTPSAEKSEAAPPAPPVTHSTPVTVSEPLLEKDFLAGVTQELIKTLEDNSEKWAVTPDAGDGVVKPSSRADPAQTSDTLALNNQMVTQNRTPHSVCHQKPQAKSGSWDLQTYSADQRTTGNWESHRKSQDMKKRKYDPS
# E-sel inducer – induces E-selectin expression in human endothelial cells; activation, % at 7.58 µM; P16581; 260,000 compounds, 0.37% hits; HUVEC E-selectin immunofluorescence imaging; normalized: neutral wells 0, TNF-alpha wells 100;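 active means mean E-selectin-positive cell signal at least 10% of the positive control, reached in at least 60% of replicates, without over 20% cell loss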;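 further: in these data hits start at about 27%; measured in HUVEC primary endothelial cells; signal is the percent of cells scored E-selectin positive by PE staining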
#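 Read-out: % PE-positive cells | Test system: HUVEC | Doses: One compound dose added by pin transfer | Buffer or medium: EGM-2 over gelatin coat | Signal: Immunofluorescence imaging | Benchmarks: TNF-alpha, DMSO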
# Xi reactivation – reactivates the inactive X chromosome in mouse fibroblasts. XiGFP mouse fibroblasts, % GFP-positive cells imaging, 3 d; cells co-treated with 5-aza-dC sensitizer; scaled so ellipticine positive control = 100%. activation, % at 7.58 µM. 360,000 compounds, 0.055% hits. AID 743238;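 active means mean normalized replicate activation at least 10% and every replicate at or above 10%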;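 further: 0% = median of on-plate neutral control wells and 100% = ellipticine 6 µM median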
#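 Material: XiGFP fibroblasts, SV40-immortalized. Buffer or medium: DMEM plus 5-aza-dC sensitizer. Compound: single concentration per compound, delivered by pin transfer. Times: 3 days compound exposure. Controls: ellipticine 6 µM.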
# Starred values were filed as active, the others as inactive; x = not tested or not shown; & = joins results of further samples.
# Under each structure – esBAF inh	S100A4 inh HTS	FN deposit inh	EWS-Fli block	Xi reactivation	RAD52 inh	RAD54 branch	E-sel inducer
> Cc1ccc(C)c(CN2C(=O)CSc3ccc(C(=O)NCC(C)CN4CCC(C)CC4)cc32)c1 (stereo not given)
    -6.9	1.5	1.2	6.1	x	3.9	x	x
> NC(N)=NS(=O)(=O)c1ccc(NC(=S)Nc2ccc(F)cc2)cc1
    x	-3.2	-10.3	-3.6	0.2	-21.0	x	-0.2
> COc1ccc(C(=O)/C=C/Nc2ccc(S(=O)(=O)Nc3nc(C)cc(C)n3)cc2)c(OC)c1
    -2.7	-1.6	5.6	-1.4	-0.2	-178.5	-4.4	2.0
> CCCNC(=O)C[C@@H]1CC[C@@H]2[C@H](COc3ccc(NC(=O)NCC)cc3C(=O)N2C)O1
    -0.1	0.2	-26.9	7.8	0.1	1.8	4.8	0.1
> Cc1c2c(c(C)n1C)C(C(=O)NC1CCCCC1)N(Cc1ccccc1)C2=O (stereo not given)
    -6.7	-5.5	-11.6	-15.1	0.0	-8.7	-11.5	1.2
> Cc1nnc(SCC(=O)N2CC(=O)Nc3ccccc32)s1
    x	-3.6	-14.6	6.1	0.0	-4.6	x	0.6
> Cn1cc(Br)c(C(=O)Nc2sc3c(c2C#N)CCC3)n1
    x	3.2	-1.7	-58.1	0.0	-23.9	-11.5	0.7
> O=C(O)C1=C[C@@H](c2ccc3c(c2)OCO3)C[C@@H](OCCCCO)O1
    -10.6	-1.5&-12.7	-5.2	-0.2&-1.5	0.2	-13.3&-13.2	-10.1	1.0
> COc1ccc(-n2cc(CNC3CCOCC3)c(-c3cccc(F)c3)n2)cc1
    x	-6.9	1.8	5.6	0.4	-7.4	x	6.7
> CN(CC(=O)NCc1ccccc1Cl)CC(=O)Nc1ccccc1Br
    6.3	0.5	-1.4	3.7	0.1	-10.0	-2.0	x
> CC(NC(=O)CNC(=O)c1ccc2c(c1)OCO2)c1ccc(S(N)(=O)=O)cc1 (stereo not given)
    -4.5	-3.8	-1.8	-0.4	0.0	-13.1	8.8	x
> Cc1ccc(NC(=O)CCN2CC(C)OC(C)C2)cc1C (stereo not given)
    4.2	1.9	-0.3	-15.8	0.0	-7.7	3.6	x
> C[C@H]1CN([C@@H](C)CO)C(=O)c2cc(C#Cc3cccnc3)cnc2O[C@H]1CN(C)Cc1ccncc1
    -0.4	x	2.5	-12.9	0.1	x	3.9	6.1
> O=C(N/N=C/c1ccccc1)c1c(O)c2ccccc2[nH]c1=O
    x	-2.5	1.6	-40.5	-0.1	-7.8	x	x
> O=C(Cc1ccccn1)N[C@H]1CC[C@@H](CCn2cc(-c3ccc(F)cc3)nn2)O[C@@H]1CO
    x	-46.8	2.4	13.9	-0.1	-2.4	x	-0.2
> O=C(C[C@@H]1C[C@H]2c3cc(NS(=O)(=O)c4ccc(F)cc4)ccc3O[C@H]2[C@H](CO)O1)NCCc1ccccc1
    9.2	16.1	x	1.3	0.1	-12.8	5.3	-0.4
> O=S(=O)(c1cccs1)N1CCN(c2ccc(F)cc2)CC1
    -1.6	0.0	-3.2	-1.5	0.0	-14.0	x	0.3
> CCNC(=O)C[C@H]1CC[C@H]2[C@@H](COc3ccc(NC(=O)Nc4cccc(Cl)c4)cc3C(=O)N2C)O1
    3.8	-2.5	3.5	-3.4	0.3	-1.7	-8.3	0.1
> C=CCn1c(SCC(=O)N2CCCCCC2)nc2ccccc2c1=O
    0.7	-4.9	1.3	7.8	0.6	-8.8	3.7	0.0
> CSc1nc2ccc(NS(=O)(=O)c3ccc(CNC(C)=O)cc3)cc2s1
    -0.5	3.2	2.7	5.5	-0.1	-22.9	-0.4	4.7
> COc1cccc(N2CCN(C(=O)CN(C)S(=O)(=O)c3ccc4c(c3)CCC(=O)N4)CC2)c1
    3.7	-6.8	5.8	3.1	-0.1	-7.7	-8.7	0.3
> CN(C)c1oc(-c2ccccc2[N+](=O)[O-])nc1C#N
    x	5.3	1.2	-10.9	0.0	-20.3	-4.2	0.3
> O=C(C[C@@H]1CC[C@H]2[C@@H](COC[C@H](O)CN2Cc2cc(F)ccc2F)O1)NCc1ccccc1
    0.0	-4.0	-0.3	-2.4	0.1	-4.5	10.8	-0.1
> COc1ccc(C(C)NC(=S)NCc2ccc(F)cc2)cc1OC (stereo not given)
    x	-2.6	-2.3	-2.3	0.0	5.9	-5.2	x
> CCC1COCCS(=O)(=O)N1Cc1ccc(F)cc1 (stereo not given)
    -4.7	0.3	-7.1	-11.0	0.0	-14.6	0.1	-0.2
> Cc1ccc(N(C(=O)c2ccccc2Cl)C2=NC(C)CS2)c(C)c1 (stereo not given)
    x	-1.5	x	3.3	0.0	-17.2	x	x
> C[C@H]1CN([C@@H](C)CO)C(=O)c2cc(N(C)C)ccc2O[C@@H]1CN(C)C(=O)NC1CCCCC1
    -3.3	5.2	x	x	-0.1	-9.5	3.8	-0.7
> CCCN(C)C[C@H]1OCCCC[C@@H](C)Oc2ccc(NS(=O)(=O)c3ccc(F)cc3)cc2C(=O)N([C@@H](C)CO)C[C@@H]1C
    0.8	-9.6	15.2	-1.1	-0.1	46.5	0.0	-0.1
> N#Cc1ccc(S(=O)(=O)N2CCCc3nc(-c4ccc(Br)cc4)ccc32)cc1
    x	1.2	5.9	-9.6	0.0	-7.3	x	1.0
> COc1cccc(NC(=O)N2C[C@@H](O)COC[C@H]3O[C@H](CC(=O)NC4CCC4)CC[C@@H]32)c1
    -3.1	-0.2	-7.7	-2.3	0.1	4.5	1.5	0.1
> CCCCn1nc(C(=O)Nc2ccccc2N2CCCC2)c2ccccc2c1=O
    -4.0	-3.1	3.7	2.9	0.1	-25.9	-7.0	x
> OC(CNC1CCCCC1)COCCOc1ccc(Br)cc1 (stereo not given)
    x	8.4	-4.6	19.9	-0.1	9.7	-20.8	0.7
> O=C(Cc1cc(=O)[nH]c(=O)[nH]1)N1CCN(C(=O)c2ccco2)CC1
    0.6	-6.3	-5.6	-3.3	0.2	-94.7	-2.6	-0.1
> C[C@@H]1CN([C@@H](C)CO)C(=O)c2cc(-c3ccccc3)cnc2O[C@@H]1CN(C)C
    -3.5	-13.0	5.6	-13.0	-0.7	5.3	-5.9	0.2
> Cc1cccc(CC(=O)Nc2ccc(C(=O)N3CCOCC3)cc2)c1
    5.8	-3.8	-3.4	-1.5	0.2	-3.6	0.7	x
> COCC(=O)N(C)C[C@H]1Oc2cc(C#C[C@H](C)O)ccc2S(=O)(=O)N([C@@H](C)CO)C[C@@H]1C
    -2.1	-4.6	16.6	-6.2	0.4	4.3	-6.6	0.8
> CCN1CCN(c2ccc(NC(=O)c3cccc(N4CCCC4=O)c3)cc2)CC1
    60.2*	-3.6	-3.5	-55.4	0.4	-6.2	18.3	x
> CN1C(=O)c2cc(NC(=O)Nc3ccccc3F)ccc2OC[C@H]2O[C@H](CC(=O)NCCc3ccncc3)CC[C@@H]21
    -3.2	-15.5	-2.3	-7.2	0.0	15.8	-7.6	0.0
> CNS(=O)(=O)c1cc(Cl)ccc1Sc1ccccc1C(=O)O
    -3.8	-3.9	-0.2	11.8	0.4	1.5	5.4	0.0
> Nc1cc(Cl)ccc1N1CCCC1
    x	-21.7	20.3	5.6	0.2	-3.6	x	x

# Three compounds from above, sorted by the number in RAD52 inh, largest number first.
structure | RAD52 inh
CCCN(C)C[C@H]1OCCCC[C@@H](C)Oc2ccc(NS(=O)(=O)c3ccc(F)cc3)cc2C(=O)N([C@@H](C)CO)C[C@@H]1C | 46.5
CN1C(=O)c2cc(NC(=O)Nc3ccccc3F)ccc2OC[C@H]2O[C@H](CC(=O)NCCc3ccncc3)CC[C@@H]21 | 15.8
CNS(=O)(=O)c1cc(Cl)ccc1Sc1ccccc1C(=O)O | 1.5

# Back to the main list; the 5 compounds before the break are reprinted first.
# Under each structure – esBAF inh	S100A4 inh HTS	FN deposit inh	EWS-Fli block	Xi reactivation	RAD52 inh	RAD54 branch	E-sel inducer
> COCC(=O)N(C)C[C@H]1Oc2cc(C#C[C@H](C)O)ccc2S(=O)(=O)N([C@@H](C)CO)C[C@@H]1C
    -2.1	-4.6	16.6	-6.2	0.4	4.3	-6.6	0.8
> CCN1CCN(c2ccc(NC(=O)c3cccc(N4CCCC4=O)c3)cc2)CC1
    60.2*	-3.6	-3.5	-55.4	0.4	-6.2	18.3	x
> CN1C(=O)c2cc(NC(=O)Nc3ccccc3F)ccc2OC[C@H]2O[C@H](CC(=O)NCCc3ccncc3)CC[C@@H]21
    -3.2	-15.5	-2.3	-7.2	0.0	15.8	-7.6	0.0
> CNS(=O)(=O)c1cc(Cl)ccc1Sc1ccccc1C(=O)O
    -3.8	-3.9	-0.2	11.8	0.4	1.5	5.4	0.0
> Nc1cc(Cl)ccc1N1CCCC1
    x	-21.7	20.3	5.6	0.2	-3.6	x	x
> Cc1[nH]c2ccccc2c1C(=O)CSc1ccc(Cl)cc1
    26.7	-5.9	-6.0	-53.8	0.1	-32.6	-4.8	x
> CCC(=O)N1CCc2cc(S(=O)(=O)NCCC(=O)Nc3ccc(OC)cc3)ccc21
    -6.1	1.3	8.6	-4.9	0.1	-6.5	8.7	0.2
> COc1ccc(NC(=S)N(CCCOC(C)C)C2CCN(C(C)=O)CC2)cc1Cl
    1.5	2.1	-7.9	-4.2	0.0	-16.6	-8.1	0.0
> NCC[C@@H]1CC[C@@H](NC(=O)CCN2CCCCC2)[C@H](CO)O1
    -1.5	-6.6	-2.3	-8.9	-0.4	3.2	-17.9	-0.2
> CC(C)COC(=O)N(C)C[C@@H]1OCc2cnnn2CCCC(=O)N([C@@H](C)CO)C[C@@H]1C
    -2.1&-3.7&3.3	0.0&4.0&1.9	5.0&-3.8	5.9&-3.7&-3.5	-0.1&-0.3	-8.1&0.7&-3.1	3.8&-1.7&-6.6	-0.1&1.3
> CN(C(=O)c1ccc(N2CCOCC2)c([N+](=O)[O-])c1)C1CCCCC1
    9.3	0.0	4.4	-11.7	0.2	-0.5	-4.1	x
> CCOC(=O)c1sc(NC(=O)CSCc2c(C)noc2C)nc1C
    -5.9	1.3	-3.7	-3.3	0.0	-22.3	7.5	x
> CN(Cc1cnn(C)c1)C(=O)C1CCC(=O)N(C2CCCCCC2)C1 (stereo not given)
    -2.4	-5.4	x	x	0.0	-4.1	-0.7	0.2
> Cc1[nH]nc(Nc2ccc(Br)cc2)c1[N+](=O)[O-]
    x	-0.3	-2.6	-121.8	-0.1	-22.5	x	x
> Nc1nc(N)c(N=O)c(Nc2ccc(Cl)c(Cl)c2)n1
    x	-2.7	4.6	-5.8	-0.1	-8.2	x	0.4
> C/C(=N\NC(=O)c1cccc(S(=O)(=O)N2CCOCC2)c1)c1cc2ccccc2o1
    0.1	-6.5	9.9	-3.2	-0.3	-6.5	-9.6	x
> O=C(N/N=C/c1ccco1)c1cc(-c2ccc(Br)s2)[nH]n1
    x	-4.9	-2.4	-18.2	0.2	-6.9	x	0.0
> O=C1CSC(=S)N1N=Cc1ccc(OCc2ccccc2)cc1
    50.3*	-7.6	2.4	-71.7	0.0	-17.0	-4.3	-0.4

# Source: PubChem
